DNMT1 block – human DNMT1 methyltransferase inhibitors, primary screen, biochemical, molecular beacon, fluorescence, HinP1I cleavage, uHTS; DNA (cytosine-5)-methyltransferase 1 (Homo sapiens), P26358; inhibition (reported as % activation of signal), % at 10 µM; actives 0.83% (n = 360,000); in the data active means inhibition above about 50%
CSN inh – inhibitors of CSN-mediated cullin deneddylation, primary screen, biochemical, fluorescence polarization, uHTS. inhibition, % at 12.5 µM. actives 0.38% (n = 360,000). Purified CSN, SCF-Nedd8-OG deneddylation. COP9 signalosome complex subunit 5 (Homo sapiens), Q92905. AID 651999, 2013;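 active means pattern-corrected inhibition above about 35%, with an unprinted fluorescence ratio check between 0.5 and 1.5, limit read from the data, passing the limit was not always enough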;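 further: 0% = enzyme with substrate and 100% = substrate without enzyme; some results filed as inactive read as strong as hits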
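Test system: purified human Csn5 enzyme expressed in HEK293T cells. Amount: 0.24 nM enzyme. Reagent: SCFSkp2-Nedd8OG substrate at 10 nM final. Schedule: 90 min incubation of compound, enzyme and substrate at room temperature. Detection: fluorescence polarization. Read-out: % inhibition of substrate cleavage by Csn5.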
Rin1-Abl PPI inh – inhibitors of Rin1-Abl protein binding, primary screen, biochemical, TR-FRET. Tyrosine-protein kinase ABL1 (Homo sapiens) + Ras and Rab interactor 1 (Homo sapiens), …. inhibition, % at 7.35 µM. actives 0.4% (n = 360,000); in the data active means inhibition above about 5%, passing the limit was not always enough
LMPTP block – LMPTP phosphatase inhibitors, primary screen, biochemical, fluorescence intensity, uHTS; recombinant LMPTP-A, OMFP fluorogenic substrate; inhibition, % at 20 µM; actives 0.22% (n = 360,000);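 active means compounds that cut the enzyme signal by at least half of the control window in the single-dose screen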;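 further: plate controls were DMSO wells with enzyme plus substrate for no effect and substrate without enzyme for full effect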
Target sequence (P24666 whole entry, looked up): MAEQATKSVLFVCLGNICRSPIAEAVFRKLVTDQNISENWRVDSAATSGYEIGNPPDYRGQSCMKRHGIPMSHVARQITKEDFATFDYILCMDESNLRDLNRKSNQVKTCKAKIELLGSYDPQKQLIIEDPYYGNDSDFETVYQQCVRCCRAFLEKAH
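Test system – LMPTP-A enzyme · Amount – LMPTP-A at 0.625 nM final in the reaction · Buffer or medium – Bis-Tris pH 6.0, DTT, detergent · Reagent – OMFP 400 µM · Doses – single 20 µM dose · Schedule – reaction 50 min, room temperature, dark · Detection – fluorescence intensity of OMFP turnover product · Evaluation – percent inhibition versus substrate-only and uninhibited controls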
Rpn11 block – Rpn11 (PSMD14) deubiquitinase inhibitors, primary screen, biochemical, fluorescence polarization, uHTS. 26S proteasome non-ATPase regulatory subunit 14 (Homo sapiens), O00487. human 26S proteasome, Ub4-pepOG fluorescence polarization; 20S core pre-blocked with epoxomicin. calls only at 20 µM. actives 0.59% (n = 360,000);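 active means inhibition at 20 µM, scaled to each plate's controls, above about 33%, limit read from the data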
Scp1 inh – Scp-1 phosphatase inhibitors, primary screen, biochemical, colorimetric, uHTS | Recombinant Scp1, phosphopeptide, malachite green phosphate absorbance | inhibition, % at 20 µM | actives 0.88% (n = 340,000) | AID 493091, 2011;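 active means inhibition above about 50% at 20 µM, limit read from the data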;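 further: plate controls were DMSO wells with enzyme for no effect and wells lacking enzyme for full effect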
Target sequence (Q9GZU7 76-261 limits assumed): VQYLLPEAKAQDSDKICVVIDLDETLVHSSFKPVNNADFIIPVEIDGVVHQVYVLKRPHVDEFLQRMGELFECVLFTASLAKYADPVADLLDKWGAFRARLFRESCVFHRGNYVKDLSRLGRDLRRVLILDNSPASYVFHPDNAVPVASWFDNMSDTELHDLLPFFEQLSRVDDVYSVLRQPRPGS
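Test system: SCP-1 phosphatase catalytic domain, residues 76-261; measured by: colorimetric phosphate reagent with accelerator and stabiliser, absorbance at 630 nm; timing: enzyme reaction 45 min at room temperature, colour 5 min, stabilisation 30 min; also added: Phosphorylated 17-residue peptide substrate; compound dosing: one concentration, 20 µM, with 1.0% DMSO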
STEP block – STEP phosphatase inhibitors, primary screen, biochemical, fluorescence intensity, uHTS; Tyrosine-protein phosphatase non-receptor type 5 (Homo sapiens), P54829; recombinant STEP, OMFP fluorogenic substrate; inhibition, % at 20 µM; actives 0.25% (n = 360,000);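 active means inhibition at 20 µM, scaled per plate between control wells, above about 37%, limit read from the data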;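 further: 0% = DMSO with enzyme and substrate and 100% = substrate only without enzyme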
Target sequence (P54829 whole entry, looked up): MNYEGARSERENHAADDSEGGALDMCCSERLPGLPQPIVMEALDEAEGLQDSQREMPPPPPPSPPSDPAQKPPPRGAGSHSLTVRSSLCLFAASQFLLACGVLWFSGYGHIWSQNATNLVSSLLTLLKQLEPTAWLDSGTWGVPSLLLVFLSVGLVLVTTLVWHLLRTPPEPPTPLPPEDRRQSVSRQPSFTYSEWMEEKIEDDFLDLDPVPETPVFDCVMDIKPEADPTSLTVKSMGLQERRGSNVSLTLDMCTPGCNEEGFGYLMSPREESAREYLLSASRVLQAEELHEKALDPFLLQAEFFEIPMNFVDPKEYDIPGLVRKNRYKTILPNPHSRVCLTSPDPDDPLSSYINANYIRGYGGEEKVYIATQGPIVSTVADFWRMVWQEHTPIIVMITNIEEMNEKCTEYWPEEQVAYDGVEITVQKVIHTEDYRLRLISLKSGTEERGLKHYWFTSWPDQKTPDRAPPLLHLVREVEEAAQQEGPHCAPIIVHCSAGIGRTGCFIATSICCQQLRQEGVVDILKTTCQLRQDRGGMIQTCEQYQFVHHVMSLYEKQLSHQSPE
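Assay system: isolated STEP enzyme / Timing: 20 min at room temperature, dark / Doses: 20 µM, 1% DMSO / Technique: fluorescence intensity, excitation 480 nm, emission 540 nm / Reagent: fluorogenic phosphatase substrate OMFP at 25 µM final / Measure: percent inhibition scaled to no-enzyme and uninhibited-enzyme controls, plate-pattern corrected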
NadD block – inhibitors of S. aureus NadD, primary screen, biochemical, colorimetric, uHTS | Nicotinate-nucleotide adenylyltransferase NadD (Staphylococcus aureus N315) | purified NadD enzyme, colorimetric absorbance read-out | inhibition, % at 20 µM | actives 0.78% (n = 360,000) | AID 602399, 2012; in the data active means inhibition above about 26%; further: some compounds past the cut are filed as inactive
SUMO1 PPI mod – modulators of SUMO1 protein-protein interactions, primary screen, biochemical, uHTS. Small ubiquitin-related modifier 1 (Homo sapiens), P63165. SUMO1 binding to a labelled peptide, TR-FRET, 1 h. inhibition, % at 20 µM. actives 0.33% (n = 360,000). AID 602429, 2012; in the data active means inhibition above about 37%
Target sequence (P63165 whole entry, looked up): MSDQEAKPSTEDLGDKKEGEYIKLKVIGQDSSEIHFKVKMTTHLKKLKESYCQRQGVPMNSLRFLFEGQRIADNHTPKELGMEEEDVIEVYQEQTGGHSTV
Neddyl block – inhibitors of cullin neddylation, primary screen, biochemical, TR-FRET, uHTS, NAE and Ubc12. calls only at 25 µM. actives 0.58% (n = 360,000); in the data active means inhibition above about 36%
An asterisk follows results filed as active; i = inactive; / = no result given. Compounds as they come; about 3.8% have a hit in one of these screens.

The first two entries, ahead of the listing:
SMILES | DNMT1 block | CSN inh | Rin1-Abl PPI inh | LMPTP block | Rpn11 block | Scp1 inh | STEP block | NadD block | SUMO1 PPI mod | Neddyl block
C=CCNS(=O)(=O)c1nc(C)c(Cl)c(C)c1C#N | 2 | -1 | 1 | -2.1 | i | -5 | -1 | 3 | 0 | i
Cc1ccc2nc(CCc3nc4ccc(C)cc4o3)oc2c1 | -4 | 6 | 1 | 0.7 | i | -3 | 1 | -6 | 1 | i

Main list, previewed entries included:
SMILES | DNMT1 block | CSN inh | Rin1-Abl PPI inh | LMPTP block | Rpn11 block | Scp1 inh | STEP block | NadD block | SUMO1 PPI mod | Neddyl block
C=CCNS(=O)(=O)c1nc(C)c(Cl)c(C)c1C#N | 2 | -1 | 1 | -2.1 | i | -5 | -1 | 3 | 0 | i
Cc1ccc2nc(CCc3nc4ccc(C)cc4o3)oc2c1 | -4 | 6 | 1 | 0.7 | i | -3 | 1 | -6 | 1 | i
COc1ccc(OCc2cc(C(=O)N3CCC(c4ccccc4)CC3)no2)c(Cl)c1 | -1 | 5 | 1 | 5.7 | i | -5 | -2 | 5 | 1 | i
CCc1ccc2nc(SCC(=O)Nc3nnc(C)s3)c(C)cc2c1 | 39 | -6 | -1 | 1.7 | i | 9 | -5 | 3 | 3 | i
CCCc1nn2c(=O)c(C(c3cccc(Cl)c3)c3c(O)nc4sc(CCC)nn4c3=O)c(O)nc2s1 | -2 | 6 | -1 | 0.1 | i | 3 | 2 | 11 | 29 | i
CC(C)c1ccccc1NC(=S)NC(=O)C1CCCCC1 | -2 | 0 | 1 | 2.2 | i | -5 | 2 | -3 | 8 | i
CCOc1ccc(N2C(=O)NC(Cc3c[nH]c4ccccc34)C2=O)cc1 (stereo not given) | -6 | 5 | -4 | 0.1 | i | -17 | 5 | 3 | 1 | i
Cc1cccc(C)c1NC(=O)C1c2ccccc2OCC(=O)N1CC(F)(F)F (stereo not given) | / | 2 | / | -0.3 | / | / | / | -1 | -1 | i
CSc1nc2ccc(NC(=O)c3ccc(F)c(F)c3)cc2s1 | 2 | -7 | -1 | 2.9 | i | -7 | -2 | 0 | 1 | i
COc1ccc(/C(C)=N/OCC(=O)Nc2nc3ccccc3s2)cc1OC | -5 | 7 | -1 | 0.6 | i | -19 | 2 | -15 | 2 | i
COC(=O)CCCCCCCC(=O)Nc1nnc(C(F)(F)F)s1 | -1 | 1 | 4 | 0.4 | i | -4 | 0 | -2 | -6 | i
O=C(O)CSC(=S)N1CCCCC1 | 3 | -18 | -2 | -2.6 | i | -5 | 2 | 3 | 0 | i
O=C(CC1C(=O)NCCN1Cc1c(F)cccc1Cl)NCCCN1CCCC1=O (stereo not given) | -1 | -3 | -1 | 2.1 | i | 1 | 0 | 3 | -4 | i
CC1=C(C(=O)OC2CCCCCCC2)C(c2cc3c(cc2Br)OCO3)CC(=O)N1 (stereo not given) | -2 | 7 | 1 | 2.0 | i | -7 | -4 | -8 | -2 | i
CCc1ccc(/C=N/n2c(C)cc(C)c(C#N)c2=O)cc1 | 2 | -4 | -3 | 0.3 | i | 1 | 3 | 4 | -5 | i
O=C(O)/C=C\C(=O)Nc1ccccc1N1CCN(c2ccccc2)CC1 | 0 | 3 | -2 | -2.8 | i | 0 | -2 | -2 | 8 | i
Cc1cc(C)cc(OCC(=O)OCC(=O)NC2CCCCCCC2)c1 | -2 | 0 | -3 | 1.0 | i | -6 | 0 | -6 | 7 | i
COCc1ccc(CN2CCCC(C(=O)Nc3ccc(-c4cccc(OC)c4)cc3)C2)o1 (stereo not given) | -3 | -4 | 0 | 1.2 | i | -3 | 2 | -6 | 1 | i
O=C(c1ccc2c(=O)n3c(nc2c1)CCCCC3)N1CCN(c2ccc([N+](=O)[O-])cc2)CC1 | 0 | 2 | -2 | 1.9 | i | 1 | -2 | 13 | -18 | i
COc1ccc(-n2c(=O)cc(N3CCOCC3)[nH]c2=O)cc1 | -5 | -2 | 2 | -1.3 | i | -8 | 3 | -4 | 3 | i
O=C(O)C1C2CCC(C2)C1C(=O)Nc1cc(F)ccc1F (stereo not given) | 1 | -5 | 1 | -1.8 | i | -6 | 2 | 1 | 0 | i
CCN(CC)CC(=O)Nc1ccc(/C(C)=N/NC2=NCCN2)cc1 | -1 | 3 | -4 | 0.7 | i | -1 | 1 | 0 | -7 | i
COc1ccc(NC(=O)CSc2nnc(Cc3cccn3C)n2-c2ccc(F)cc2)cc1OC | -1 | -1 | 1 | -1.2 | i | 3 | -1 | 1 | 2 | i
CCOc1ccc(CNC(=O)CCC(=O)N2Cc3ccccc3Oc3ncccc32)cc1 | -1 | 2 | 4 | -0.4 | i | 28 | 1 | -3 | 3 | i
CC(C)=CCC/C(C)=C/CNC(=O)CC1C[C@H](C(=O)N(C(C)C)C(C)C)[C@@]2(C)c3[nH]c4ccccc4c3CCN2C1=O (stereo not given in full) | -14 | -4 | -2 | 5.8 | i | -8 | 0 | 1 | 0 | i
Going on with the list:
SMILES | DNMT1 block | CSN inh | Rin1-Abl PPI inh | LMPTP block | Rpn11 block | Scp1 inh | STEP block | NadD block | SUMO1 PPI mod | Neddyl block
CN(C)CCNC(=O)C(=O)NCC1CCCN1S(=O)(=O)c1cccs1 (stereo not given) | 2 | -1 | -5 | -8.0 | i | -5 | -2 | 3 | -42 | i
COCCCN(Cc1cccs1)S(=O)(=O)c1csc(C(N)=O)c1 | 6 | 2 | 1 | -3.0 | i | -5 | 0 | -8 | -3 | i
O=C1N=C(N2CCN(Cc3ccccc3)CC2)S/C1=C/c1cccs1 | -2 | -1 | -4 | -0.1 | i | 10 | -1 | 3 | -15 | i
Cc1cc(-c2nc(C)c(-c3nnc(SCC(=O)Nc4ccccc4)n3C)s2)no1 | 5 | 0 | -1 | -0.5 | i | 3 | 0 | -1 | -7 | i
Cc1cc(N)n(-c2ccc(S(=O)(=O)c3ccc(C(C)C)cc3)cc2)n1 | 1 | -18 | -1 | 0.2 | i | -3 | -2 | 3 | 4 | i
Cc1ccc(C(=O)Nc2ccccc2C(=O)O)cc1S(=O)(=O)NCc1ccccc1 | 1 | 2 | -1 | -1.1 | i | -6 | -1 | 6 | 10 | i
O=C(COC(=O)CN1C(=O)COc2ccccc21)NCc1ccc(F)cc1 | 1 | 12 | 1 | -1.0 | i | 1 | 1 | -5 | 6 | i
O=C(NC1C2CC3CC(C2)CC1C3)c1ccc(N2CCNCC2)c([N+](=O)[O-])c1 (stereo not given) | 1 | 6 | 0 | -0.1 | i | -7 | -1 | 3 | -24 | i
Cc1nc(SCC(=O)N2CCNC2=O)c(C#N)c(C)c1C | 1 | 3 | -3 | -1.7 | i | / | -2 | 2 | 5 | i
Cc1ccc(C(=O)CNc2ccc(C)c(Cl)c2)cc1 | 3 | -4 | 3 | -0.2 | i | 1 | -1 | 7 | 1 | i
CC(=O)N1CCN(S(=O)(=O)c2ccc(S(=O)(=O)NCC(C)C)cc2)CC1 | 6 | 0 | 2 | -0.8 | i | 26 | -1 | 2 | 2 | i
O=C(C(=O)N1CCc2ccccc2C1)c1cn(CC(=O)N2CCCCC2)c2ccccc12 | -5 | 3 | 0 | 2.7 | i | -6 | 1 | 11 | 0 | i
COc1cc(NC(=O)CN(C)Cc2ccc(OC(F)F)cc2)c(C)cc1[N+](=O)[O-] | 2 | -7 | -1 | 0.6 | i | -5 | -2 | -3 | -8 | i
COc1ccccc1/C=C/C(=O)N1CCN(S(=O)(=O)c2cc(C)ccc2C)CC1 | -1 | -2 | 4 | 3.6 | i | -10 | 1 | -4 | -7 | i
COC(=O)c1cc(CSC(=N)N)ccc1OCCC(C)C | 0 | 1 | 2 | -2.0 | i | -7 | -2 | -1 | 0 | i
CCN(CC)C(=O)C(C)N(C#N)c1nc(SC)nc(N(C)C)n1 (stereo not given) | 6 | -2 | 5 | -1.5 | i | -3 | -6 | 16 | -2 | i
CCC(CC)c1nnc(NC(=O)c2ccc3ccccc3n2)s1 | 1 | 4 | 0 | 1.3 | i | -3 | 0 | 3 | -2 | i
C[N+]1(C)CC2=Cc3ccccc3CC2C1 (stereo not given) | -1 | 1 | 0 | 1.3 | i | -3 | -9 | 2 | 2 | i
CN1CCN(c2ccc(S(=O)(=O)Nc3ccccc3)cc2[N+](=O)[O-])CC1 | 1 | -11 | 1 | -0.6 | i | -2 | 2 | -5 | -14 | i
O=C(COC(=O)c1ccc(S(=O)(=O)NCc2ccco2)cc1)Nc1ccccc1 | -1 | 37* | -1 | 1.1 | i | -1 | 0 | 1 | 5 | i
Cc1nc(=O)c(-c2ccccc2)c(C)n1-c1cccc(C(=O)O)c1 | 0 | -6 | -1 | -2.5 | i | -5 | -2 | -5 | -2 | i
CCN(CC)C(=O)OCc1c(-c2cccc(OC)c2)ncc2ccccc12 | 2 | -4 | -1 | 0.1 | i | -5 | 0 | 1 | -6 | i
Cc1ccc(-c2nc(C#N)c(NCC3CCCO3)o2)cc1 (stereo not given) | 2 | 3 | -1 | 0.4 | i | -5 | 8 | -7 | 5 | /
COc1ccc(N(C)C(=O)Nc2ccc3c(c2)nnn3C)cc1 | -1 | 0 | 2 | -1.7 | i | -8 | -1 | 2 | 0 | i
CCOc1ccc(S(=O)(=O)NCCCn2ccnc2)cc1NC(C)=O | -1 | -2 | 1 | -3.3 | i | -5 | 1 | 6 | 4 | i
CC(=O)Nc1cc(-c2cccc(N)c2)cn2c(-c3ccccc3)cnc12 | -11 | 3 | 5 | 0.2 | i | / | 1 | 1 | -16 | i

No new results follow: an excerpt of the list.
SMILES | DNMT1 block | CSN inh | Rin1-Abl PPI inh | LMPTP block | Rpn11 block | Scp1 inh | STEP block | NadD block | SUMO1 PPI mod | Neddyl block
COCCCN(Cc1cccs1)S(=O)(=O)c1csc(C(N)=O)c1 | 6 | 2 | 1 | -3.0 | i | -5 | 0 | -8 | -3 | i
O=C1N=C(N2CCN(Cc3ccccc3)CC2)S/C1=C/c1cccs1 | -2 | -1 | -4 | -0.1 | i | 10 | -1 | 3 | -15 | i
Cc1cc(-c2nc(C)c(-c3nnc(SCC(=O)Nc4ccccc4)n3C)s2)no1 | 5 | 0 | -1 | -0.5 | i | 3 | 0 | -1 | -7 | i
Cc1cc(N)n(-c2ccc(S(=O)(=O)c3ccc(C(C)C)cc3)cc2)n1 | 1 | -18 | -1 | 0.2 | i | -3 | -2 | 3 | 4 | i
